Screening results: PubChem, National Center for Advancing Translational Sciences (NCATS)
Tau fibril FP – inhibitors of human tau fibril formation. K18 P301L tau heparin fibrillization, Alexa594 FP, 6 h. Potency, µM (top dose mostly 57.7 µM), inactives show top-dose activity, negative = inhibition, hits mostly inhibitors. 0.39% of 280,000 active. P10636; further: nearly all actives have a fitted effect of over 55% in size
Target sequence (P10636 561-689 P618L limits assumed): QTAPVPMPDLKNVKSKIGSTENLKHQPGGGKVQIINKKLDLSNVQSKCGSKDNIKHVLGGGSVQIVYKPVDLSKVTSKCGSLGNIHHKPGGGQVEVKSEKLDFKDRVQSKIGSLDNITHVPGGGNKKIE
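Compound effects on tau fibrillization are measured by Alexa 594 fluorescence polarization (ex 555, em 632 nm). K18 P301L tau is used at 15 uM with 0.24 uM labeled tracer, and 20 uM heparin induces aggregation over 6 hr at 37 C.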
TexasRed fluor – alters Texas Red total fluorescence, flagging assay interference; 0.29% of 280,000 active; AID 1479; TRb/SRC2 Texas Red total fluorescence interference; Potency, µM (top dose mostly 106 µM), without a hit: at the highest dose fluorescence change, negative = quenching; active means well fitted curve in either direction with a large enough effect; inconclusive means small, poorly fitted or top-dose-only effect
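Flags fluorescent or light-absorbing compounds by total fluorescence, S + 2P, at 555 nm excitation and 632 nm emission. Mixture: 20 nM Texas Red SRC2 peptide, 0.6 uM human TRb LBD, 1 uM T3, 5% DMSO; compound exposure 5 h at ambient temperature.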
TRb SRC2 PPI – inhibitors of human thyroid hormone receptor beta-SRC2 interaction | TRbeta-SRC2 peptide binding, fluorescence polarization; receptor liganded with 1 µM T3 | Potency, µM (doses to about 106 µM), for the others: top-dose activity change, negative = inhibition, usual class: inhibitors | 0.065% of 280,000 active | AID 1469;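 further: plate controls were bound peptide for no effect and peptide without receptor for full effect; nearly all actives have a fitted effect of over 50% in size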
Target sequence (P10828 whole entry, looked up): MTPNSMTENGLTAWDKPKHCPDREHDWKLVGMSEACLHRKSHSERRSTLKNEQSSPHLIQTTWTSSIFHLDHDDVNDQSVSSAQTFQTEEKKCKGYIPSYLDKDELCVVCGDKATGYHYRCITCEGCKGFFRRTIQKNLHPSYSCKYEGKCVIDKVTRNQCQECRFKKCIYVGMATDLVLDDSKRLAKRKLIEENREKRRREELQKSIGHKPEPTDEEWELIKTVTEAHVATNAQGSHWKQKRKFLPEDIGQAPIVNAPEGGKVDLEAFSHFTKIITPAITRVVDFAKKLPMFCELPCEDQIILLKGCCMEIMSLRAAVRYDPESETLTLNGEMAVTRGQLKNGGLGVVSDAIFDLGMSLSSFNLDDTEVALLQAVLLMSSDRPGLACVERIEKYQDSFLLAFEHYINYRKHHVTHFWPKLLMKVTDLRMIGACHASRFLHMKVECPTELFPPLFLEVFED
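Quantitative HTS by FP: 0.6 uM TRb LBD, 20 nM labeled SRC2 20-mer, 1 uM T3, 5% DMSO; 5 hr ambient incubation; % activity per concentration and potencies from concentration series.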
RECQ1 inh – inhibitors of human RECQ1 DNA helicase; RECQ1 DNA unwinding, red fluorescence kinetic read; 0.54% of 240,000 active; AID 2549; P46063; Potency, µM (series often up to 57.3 µM), inactives show at the top dose activity, negative = inhibition, hits mostly inhibitors;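 further: plate controls were vehicle for no effect and no enzyme for full effect; nearly all actives have a fitted effect of over 30% in size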
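RECQ1T1 50 nM; forked duplex (20 bp + 30-nt ss tails) 200 nM, ATP 2 mM final; pH 8.0, 2 mM MgCl2, 2.5 ug/ml poly(dI-dC); 15 min compound preincubation; discontinuous kinetic read over 2 h at RT.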
L3MBTL1 inh – blocks human L3MBTL1; AlphaScreen L3MBTL1–H3K9me1 peptide binding; 0.66% of 230,000 active; Potency, µM (series often up to 57.1 µM), inactives show at the highest dose activity, negative = inhibition, hits mostly inhibitors; further: nearly all actives have a fitted effect of over 60% in size
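Read-out is AlphaScreen signal from streptavidin donor and nickel chelate acceptor beads (10 ug/mL final each) bridging L3MBTL1 (50 nM) and biotinylated K9-monomethylated H3(1-15) peptide (75 nM), after 30 min compound exposure at room temperature.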
Tau ThT inhib – inhibitors of human tau fibril formation, thioflavin T binding. 2.1% of 270,000 active. recombinant tau K18 P301L (four-repeat tau fragment), heparin-induced fibrillization, ThT fluorescence. P10636. Potency, µM (series often up to 57.4 µM), without a hit: at the top dose activity, negative = inhibition, actives largely listed as inhibitors; further: nearly all actives have a fitted effect of over 55% in size
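Heparin-induced fibrillization of the P301L-mutant K18 repeat-domain fragment of human tau was followed by ThT binding in quantitative high-throughput format.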
RGS12 GoLoco inh – blocks human Gai1 binding to RGS12 GoLoco peptide, red readout. P63096. Gai1:RGS12 GoLoco peptide FP, rhodamine, 10 min. Potency, µM (doses to about 61.6 µM), without a hit: at the highest dose activity, negative = inhibition, most hits filed as inhibitors. 0.44% of 230,000 active. AID 880; active means well fitted inhibition curve with a large enough effect, not every such curve was filed as active; inactive means no such curve, though single readings can be large or run the other way; further: nearly all actives have a fitted effect of over 30% in size; many of its hits are not listed in these tables
JMJD2E inh – inhibitors of human JMJD2E histone demethylase; B2RXH2; JMJD2E catalytic domain, FDH-coupled NADH fluorescence (FDH is formaldehyde dehydrogenase); Potency, µM (doses to about 57.1 µM), inactives show at the highest dose activity change, negative = inhibition, hits mostly inhibitors; 1.6% of 230,000 active; AID 2147; active means well fitted inhibition curve with a large enough effect, not every such curve was filed as active; inconclusive means small, poorly fitted or top-dose-only effect, or another doubt; inactive means no such curve, though single readings can be large or run the other way;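 further: 0% = wells with enzyme and -100% = buffer wells without enzyme; nearly all actives have a fitted effect of over 50% in size; many of its hits are not listed in these tables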
Target sequence (B2RXH2 1-337 limits assumed): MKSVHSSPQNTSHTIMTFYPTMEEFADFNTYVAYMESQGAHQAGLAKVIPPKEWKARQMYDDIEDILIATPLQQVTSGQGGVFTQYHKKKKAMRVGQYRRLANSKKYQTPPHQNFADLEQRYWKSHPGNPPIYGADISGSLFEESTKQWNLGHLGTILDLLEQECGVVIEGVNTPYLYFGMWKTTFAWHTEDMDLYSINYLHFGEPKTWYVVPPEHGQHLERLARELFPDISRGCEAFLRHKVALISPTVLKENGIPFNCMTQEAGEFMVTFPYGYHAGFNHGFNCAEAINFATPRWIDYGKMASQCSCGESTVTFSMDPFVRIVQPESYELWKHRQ
Starred values were filed as active, the others as inactive; i = inactive; ? = inconclusive; . = no result given; & = joins results of further samples; [ ] = another dose, or the depositor's remark. Unless noted, the call rests on the fitted dose curve; in most records, active means well fitted curve in the direction sought with a large enough effect; inconclusive means small, poorly fitted or top-dose-only effect, or another doubt; inactive means no such curve, though single readings can be large; an effect the other way counts as inactive or inconclusive. Unless noted, on the % scale 0 is the no-effect control and ±100 the full control effect; potency means the concentration at half of the fitted maximal effect.

SMILES	Tau fibril FP	TexasRed fluor	TRb SRC2 PPI	RECQ1 inh	L3MBTL1 inh	Tau ThT inhib	RGS12 GoLoco inh	JMJD2E inh
Cc1ccc(-n2nc(C)c3c(C(=O)NCc4ccc(F)cc4)cc(C)nc32)cc1	?	-2%	7%	.	.	-3%	.	.
O=C(CC(c1ccccc1)c1cc(Cl)ccc1O)N1CCCC1 (centres undefined)	6%	-3%	4%	-23%	.	.	-1%	-1%
NS(=O)(=O)c1ccc(NC(=S)NCc2ccco2)cc1	-13%	0%	0%	-11%	-4%	?	-1%	-7%
Cc1ccc(Cc2ccc(C(=O)NNC(N)=S)o2)cc1	-2%	-2%[53 µM]	7%[53 µM]	-10%	1%	-10%	22%	2%
CC(=O)c1ccc(OCc2ncc(C(F)(F)F)cc2Cl)cc1	-2%	1%	2%	-6%	3%	-12%	-2%	-1%
COc1ccc(NC(=S)N2CCCC2)cc1OC	1%	-6%	-7%	i	-2%[11.4 µM]	-4%	-2%	-4%
COc1ccccc1-c1ccc(Nc2cccc(C(C)=O)c2)nn1	14%	-5%	8%	-3%	0%[11.4 µM]	?	7%	0%
Cc1onc(-c2ccccc2Cl)c1C(=O)Nc1ccc(-n2nncc2-c2ccco2)cc1	-6%	-2%	5%	-3%	-6%	-10%	6%	2%
O=C(Nc1ccccc1OCc1cc(=O)n2ccccc2n1)Nc1ccccc1C(F)(F)F	-12%	-2%	-7%	.	.	-11%	.	.
COc1cc(C(=O)Nc2ccc(OCc3cc(=O)n4ccc(C)cc4n3)cc2)cc(OC)c1OC	0%	0%	0%	.	.	?	.	.
Cc1cccc(N2CCN(C(=O)C3CCN(S(=O)(=O)c4c(C)noc4/C=C/c4ccccc4F)CC3)CC2C)c1 (centres undefined)	8%	-1%	-1%	.	.	-10%	.	.
CCOc1ccc(CCNC(=O)c2cnc3sc(N4CCCC4)nn3c2=O)cc1	2%	-3%	1%	.	.	-5%	.	.
CC(=O)/C=C(\C)Nc1ccccc1O	-4%	13%	-28%	-25%	-14%	?	11%	?
Cc1cccc(-c2cc3nc(C)cc(NCCCN(C)C)n3n2)c1	12%	-1%	0%	6%	-6%	1%	1%	?
Clc1cc(Cl)c2nc(N3CCOCC3)sc2c1	?	0%	-8%	i	7%	-17%	6%	0%
CCc1ccc(-c2ccc(SCC(=O)Nc3nnc(C)s3)nn2)cc1	-6%	-2%	-3%	0%	-3%	-18%	13%	6%
COC(=O)c1cc(COC(=O)c2ccc(OC)c(S(=O)(=O)N3CCCC3)c2)oc1C	-1%	-1%	-4%	-1%	.	-14%	-1%	-2%
O=C(OCn1nnc2ccccc2c1=O)c1cc(-c2ccccc2Cl)nc2ccccc12	-1%	-2%	5%	-5%	5%	0%	-6%	-8%
COc1ccc(/C=N/NC(=O)c2nonc2N)cc1OC	-5%	0%	-2%	-3%	3%	-15%	-1%	-5%
CCCOCC(O)COc1ccccc1C(=O)N1CCOCC1 (centres undefined)	2%	1%	6%	-5%	-12%	3%	.	5%
CCOc1ccc(NC(=O)CN(C)CC(=O)Nc2cccc(Cl)c2C)cc1OCC	10%	-2%	8%	1%	-5%	-6%	2%	2%
COc1ccc(-c2ccc(SCC(=O)N3CCOCC3)nn2)cc1OC	-9%	-1%	-24%	0%	19%	-2%	-3%	-17%
N#Cc1cc(S(=O)(=O)c2ccc(F)cc2)c(N)[nH]c1=O	2%	-1%	-1%	16%	-11%	-7%	-15%	-8%
Cc1cnc(CNC(=O)c2ccc(OC3CCN(C(=O)C4CC4)CC3)cc2)cn1	2%	-6%	2%	0%	1%	-10%	-8%	6%
COc1cc(CN2CCCC(CO)(Cc3cccc(Cl)c3)C2)cc2c1OCO2 (centres undefined)	-13%	-1%	3%	-3%	-24%	-15%	85%[activator]	0%
CC(=O)C(C)=O	2%	-5%&0%	0%&-1%	-2%&-6%	.	-17%	14%&2%	6%
CC(=O)Nc1nnc(Cc2c[nH]c3ccccc23)s1	1%	-8%	-4%	-4%	.	4%	8%	1%
COc1ccc(NC(=O)C(CC(=O)O)C(C)c2ccccc2)cc1 (centres undefined)	7%	2%	9%	-5%	-11%	4%	-11%	5%
COc1ccc2cc(CO)c(Cl)nc2c1	-3%	0%	-1%	i	8%	-9%	1%	?
Cc1nc(N2CCN(S(=O)(=O)c3ccc(F)cc3)CC2)c2c(C)c(C)sc2n1	-9%	-3%	3%	-11%	5%	-3%	0%	0%
CCCN1C(=O)C(Cc2nc3ccccc3c(=O)n2-c2cccc(C)c2)c2ccccc21 (centres undefined)	-4%	0%	-5%	.	.	-8%	.	.
Cc1cccc(-n2ncc(C(=O)NCc3ccco3)c2C2CCN(C(=O)OC(C)(C)C)CC2)c1	2%	-5%	1%	.	.	?	.	.
O=[N+]([O-])c1ccccc1/C=N\N1CCN(c2ccccc2)CC1	5%	-1%	-6%	-13%	?	11µM*	0%	-5%
C=CCn1c(C)cc(C2=NNC(=NCc3ccccc3)SC2)c1C	4%	1%	-4%	-7%	.	?	5%	?
O=C(Nn1c(C2CCCCC2)nc2ccccc2c1=O)c1cc(Cl)ccc1[N+](=O)[O-]	7%	-2%	7%	-4%	8%	-12%	2%	0%
Cc1ccc(C(C)C)c(OCC(=O)Nc2cc(-c3nc4ccccc4[nH]3)ccc2C)c1	-17%	-81%[53 µM]	?	.	.	-8%	.	.
Cc1cc(C(=O)N/N=C/c2cc(N=Nc3ccccc3)ccc2O)n[nH]1	1%	?	3%	-7%	-17%	7.1µM*	8%	5µM*
O=C(CSc1nc2c(c(=O)n1-c1ccc(Br)cc1)SCC2)NCc1ccco1	4%	-4%	-6%	-12%	.	-10%	5%	-6%
COc1ccc(S(=O)(=O)Nc2ccc(S(=O)(=O)Nc3nc(C)cc(C)n3)cc2)cc1OC	-7%	-2%	6%	i	.	-4%	7%	6%
Cc1ccccc1Cn1nnc(C(=O)Nc2cccc(C)c2C)c1N	-8%	-3%	3%	-18%	-1%	0%	-6%	1%
C/C=C/c1ccc(OCCCNCC(C)O)c(OC)c1 (centres undefined)	3%	-1%	6%	i	5%	2%	2%	8%
COc1ccc(NC(=O)CC2SC(N)=NC2=O)c([N+](=O)[O-])c1 (centres undefined)	-4%	-2%	-4%	19%	8%	-9%	9%	?
COc1ccc(CCNS(=O)(=O)c2cn(C)c(=O)n(C)c2=O)cc1OC	4%	-2%	-5%	-9%	.	-14%	-13%	-5%
Cc1ccccc1CNC(=O)CN(c1cccc(C)c1C)S(C)(=O)=O	-4%	2%	-1%	.	.	3%	.	.
CCCCC(=O)Nc1nnc(C)s1	-7%	-1%	3%	-5%	4%	-5%	-8%	6%
COCc1n[nH]c(=S)n1-c1cccc2ccccc12	4%	-4%	-4%	i	3%	-15%	3%	-2%
CC(=O)NCC(=O)N(Cc1ccco1)C1(C(=O)NC2CCCCC2)CCCCC1	7%	-3%	5%	i	.	-4%	-12%	5%
Cc1cccc(CNc2ncncc2-c2ccc3c(c2)OCO3)c1	7%	-1%	2%	-19%	.	-9%	-12%	?
COc1cc2c(cc1OC)-c1cc(NC3CCCC3)nc(=O)n1CC2	-6%	-2%	-15%	i	6%	-2%	.	?
COCc1cc(C)nc(SCC(=O)Nc2ccc3c(c2)OCO3)c1C#N	4%	0%	-6%	1%	1%	-12%	-2%	4%
Cc1cc(C)n(-c2nc3cc(Cl)ccc3nc2N2CCN(c3ccccc3F)CC2)n1	-1%	-10%	4%	.	.	-10%	.	.
Cc1ccccc1Nc1nc(-c2sc(NC(=O)c3ccco3)nc2C)cs1	4%	5%	18%	-3%	-18%	?	44%[activator]	-5%
Cc1ccc(C(=O)O/N=C\c2ccc(N3CCCCC3)c([N+](=O)[O-])c2)cc1	11%	0%	8%	-3%	?	4.5µM*	-9%	-2%
O=C(COC(=O)CCCNC(=O)c1ccc(Cl)cc1)Nc1cc(Cl)ccc1Cl	-5%	-1%	-4%	-8%	11%	-5%	-11%	7%
CC(=O)c1ccc(NC(=O)COC(=O)c2c3c(nc4ccccc24)/C(=C\c2cccs2)CCC3)cc1	4%	-3%	10%	6%	8%	-5%	-19%	3%
C/C=C(\C)C(=O)N1CC2(CC(c3cccc(NC(=O)COc4ccc(Cl)cc4)c3)=NO2)C[C@@H]1C(N)=O (some centres undefined)	-2%	-2%	-4%	i	.	-6%	6%	6%
Fc1ccc(Nc2nc(-c3cccnc3)nc3ccccc23)cc1	?	3%	4%	-9%	.	1%	-6%	?
CCC(C(=O)Nc1ccc(OC)c(Cl)c1)c1ccccc1 (centres undefined)	-8%	-1%	2%	2%	5%	0%	10%	5%
COc1ccc(OC)c(C(=O)CC2(O)C(=O)N(Cc3ccccc3C)c3ccccc32)c1 (centres undefined)	6%	-1%	-1%	.	.	-15%	.	.
Cc1nn2c(-c3ccccn3)ccnc2c1Cl	-8%	-8%	-1%	-9%	4%	-5%	4%	1%
Carrying on:
SMILES	Tau fibril FP	TexasRed fluor	TRb SRC2 PPI	RECQ1 inh	L3MBTL1 inh	Tau ThT inhib	RGS12 GoLoco inh	JMJD2E inh
O=C(Nc1nnc(-c2cccnc2)o1)c1ccccc1Cl	-1%	-3%	2%	-15%	.	9%	3%	-9%
CC1(C)CC2CC(C)(CN2C(=O)c2ccccc2)C1 (centres undefined)	-4%	-1%[53 µM]	2%[53 µM]	i	8%	-5%	1%	0%
O=C(O)CCC(NC(=O)OCc1ccccc1)C(=O)O (centres undefined)	5%	-1%	-6%	i	8%	-1%	10%	0%
O=C(O)c1ccc2c(c1)CCC2	2%	1%	4%	i	1%	6%	-4%	6%

Fetched by structure from the list above, 3 records:
SMILES	Tau fibril FP	TexasRed fluor	TRb SRC2 PPI	RECQ1 inh	L3MBTL1 inh	Tau ThT inhib	RGS12 GoLoco inh	JMJD2E inh
O=C(O)CCC(NC(=O)OCc1ccccc1)C(=O)O (centres undefined)	5%	-1%	-6%	i	8%	-1%	10%	0%
O=C(O)c1ccc2c(c1)CCC2	2%	1%	4%	i	1%	6%	-4%	6%
O=C(Nc1nnc(-c2cccnc2)o1)c1ccccc1Cl	-1%	-3%	2%	-15%	.	9%	3%	-9%

Only part of the results is shown, so the mix of outcomes need not match the whole.
